PI4K2A inh = inhibitors of human PI4K2A; Q9BTU6; purified PI4K2A, ADP-Glo luminescence, 1 h; active compounds read low; activity change, negative = inhibition, % at 76.9 µM; 0.13% of 420,000 active; AID 1346378; in the data active means activity change below about -50%; inconclusive means mostly about -30% to -49%;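 further: -100% = wells without enzyme as full effect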
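Compounds are screened against recombinant PI4K2A using PI as substrate and ATP, the latter dispensed at 300 microM. Reactions run one hour at ambient temperature before ADP-Glo detection; full inhibition defined by wells lacking enzyme.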
USP1 inh = inhibitors of human USP1/UAF1 deubiquitinase; recombinant USP1/UAF1, Ub-Rhodamine cleavage fluorescence; Potency, µM (highest dose often 57.1 µM), for the others: at the top dose activity change, negative = inhibition, actives largely listed as inhibitors; 0.23% of 390,000 active; AID 743255; further: potency means the concentration at half of the fitted maximal effect; on the % scale 0 is the no-effect control and ±100 the full control effect; nearly all actives have a fitted effect of over 60% in size; inactives centre near -12
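Step one: compound is pinned into 1nM USP1/UAF1 in HEPES pH 7.8 buffer with TCEP. Step two: 15 min room-temperature incubation. Step three: Ub-Rho (150nM final) starts cleavage, tracked by fluorescence over six one-minute reads.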
mIDH1 inhibitor = blocks human mutant IDH1 R132H enzyme. IDH1-R132H enzyme, NADPH consumption, diaphorase/resazurin fluorescence. Potency, µM (series often up to 76.6 µM), for the others: at the top dose activity change, negative = inhibition, usual class: inhibitors. O75874. 0.093% of 390,000 active; further: potency means the concentration at half of the fitted maximal effect; on the % scale 0 is the no-effect control and ±100 the full control effect; nearly all actives have a fitted effect of over 65% in size
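IDH1-R132H (0.5 ug/mL dispensed) in pH 7.5 Tris buffer was preincubated 30 min with compound, then given a substrate mix of 0.016 mM NADPH and 2 mM alpha-KG for 80 min at room temperature; remaining NADPH was read by diaphorase/resazurin fluorescence.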
GLS inh = glutaminase GLS (human) inhibition; O94925; GLS enzymatic activity, qHTS titration; Potency, µM (highest dose often 45.5 µM), for the others: at the top dose activity change, negative = inhibition, actives largely listed as inhibitors; 0.21% of 410,000 active; AID 624170; further: potency means the concentration at half of the fitted maximal effect; on the % scale 0 is the no-effect control and ±100 the full control effect
Target sequence (O94925 whole entry, looked up): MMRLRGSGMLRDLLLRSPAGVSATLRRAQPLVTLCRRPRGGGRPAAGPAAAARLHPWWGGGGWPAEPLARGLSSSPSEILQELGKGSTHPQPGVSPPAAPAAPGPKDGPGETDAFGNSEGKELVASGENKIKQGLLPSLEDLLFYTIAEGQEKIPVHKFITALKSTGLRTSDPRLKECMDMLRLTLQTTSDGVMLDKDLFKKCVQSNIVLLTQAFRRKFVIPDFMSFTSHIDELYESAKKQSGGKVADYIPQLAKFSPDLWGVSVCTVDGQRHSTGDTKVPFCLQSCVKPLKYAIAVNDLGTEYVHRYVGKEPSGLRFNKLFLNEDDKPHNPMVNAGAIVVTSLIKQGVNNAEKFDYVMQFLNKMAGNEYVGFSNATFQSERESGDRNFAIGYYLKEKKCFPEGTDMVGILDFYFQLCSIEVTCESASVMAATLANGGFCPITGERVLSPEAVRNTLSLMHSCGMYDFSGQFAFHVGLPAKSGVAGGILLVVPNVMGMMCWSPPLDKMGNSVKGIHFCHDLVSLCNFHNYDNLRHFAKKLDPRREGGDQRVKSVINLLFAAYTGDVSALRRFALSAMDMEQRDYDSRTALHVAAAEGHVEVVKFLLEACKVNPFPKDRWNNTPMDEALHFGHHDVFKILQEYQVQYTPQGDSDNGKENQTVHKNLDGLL
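Coupled fluorescence readout: glutamate oxidase/HRP/Amplex Red detect glutamate formed by hKGA from L-glutamine (1 mM solution added). Buffer 45 mM KH2PO4 pH 8.2, 0.02% Tween-20; reads at t0 and 30 min RT.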
rTrxR1 inhibitor = inhibitors of rat thioredoxin reductase 1 | O89049 | recombinant rTrxR1, NADPH fluorescence consumption, selenite substrate | Potency, µM (doses to about 114 µM), inactives show top-dose activity change, negative = inhibition, usual class: inhibitors | 1% of 390,000 active | AID 588453; further: potency means the concentration at half of the fitted maximal effect; on the % scale 0 is the no-effect control and ±100 the full control effect; nearly all actives have a fitted effect of over 65% in size
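Rat TrxR1 (90 nM in the dispensed reagent) was pre-reduced with 400 uM NADPH for 5 min at room temperature, then incubated with compound for 15 min. After 400 uM selenite was added, NADPH fluorescence (Ex 340/Em 450 nm) was followed for 8 min.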
TrxR1 substrate = rat thioredoxin reductase 1 substrate activity | O89049 | Potency, µM (titrated, usually from 114 µM), for inactives: top-dose activity change, negative = substrate turnover | 0.01% of 390,000 active | purified TrxR1 substrate turnover, NADPH consumption readout; further: potency means the concentration at half of the fitted maximal effect; on the % scale 0 is the no-effect control and ±100 the full control effect; nearly all actives have a fitted effect of over 50% in size
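Rat TrxR1, dispensed at 90 nM, was prereduced with 400 uM NADPH (final) for 5 min at ~22 deg C, then incubated with compound 15 min before 400 uM selenite. A first-read NADPH fluorescence drop versus no-compound background flagged substrates.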
HP1b binding inh = blocks HP1-beta chromodomain binding to methylated histone tails; AlphaScreen HP1-beta / biotin-H3K9me3 peptide binding; 0.56% of 390,000 active; AID 540317; Potency, µM (titrated, usually from 114 µM), without a hit: at the top dose activity change, negative = inhibition, actives largely listed as inhibitors; further: potency means the concentration at half of the fitted maximal effect; nearly all actives have a fitted effect of over 70% in size; inactives centre near 23
Target sequence (P83916 whole entry, looked up): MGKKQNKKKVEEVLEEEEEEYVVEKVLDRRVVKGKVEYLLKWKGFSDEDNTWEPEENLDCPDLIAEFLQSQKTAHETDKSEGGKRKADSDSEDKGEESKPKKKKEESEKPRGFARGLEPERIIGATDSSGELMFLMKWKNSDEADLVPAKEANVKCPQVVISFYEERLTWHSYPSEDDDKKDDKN
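HP1-beta protein (50 nM final) preincubated 30 min at room temperature with biotinylated H3(1-18)K9me3 peptide (50 nM) in PBS pH 7.4, 0.01% Tween-20, then compound added for 30 min. AlphaScreen streptavidin donor/nickel chelate acceptor beads (10 ug/mL final), 30 min dark, luminescence read.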
Pin1 inh = blocks the human prolyl isomerase Pin1; 0.009% of 390,000 active; Potency, µM (top dose mostly 115 µM), for the others: at the top dose activity, negative = inhibition, usual class: inhibitors; AID 504891; Q13526; Pin1 FP peptide displacement, HiFluor488, 10 min; active means well fitted inhibition curve with a large enough effect in the polarisation, with a control signal flat, not every such curve was filed as active; inconclusive means small, poorly fitted or top-dose-only effect, or effect the other way, or a change in a side signal; inactive means no such curve, though single readings can be large or run the other way; the % refers to the polarisation; further: potency means the concentration at half of the fitted maximal effect; on the % scale 0 is the no-effect control and ±100 the full control effect
Target sequence (Q13526 whole entry, looked up): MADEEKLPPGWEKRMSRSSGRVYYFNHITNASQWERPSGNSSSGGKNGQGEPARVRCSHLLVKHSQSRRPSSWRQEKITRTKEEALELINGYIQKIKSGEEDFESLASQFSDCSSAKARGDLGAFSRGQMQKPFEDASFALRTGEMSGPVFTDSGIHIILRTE
Tb PGK inh = T. brucei PGK inhibition. P07378. PGK/GAPDH coupled, Kinase-Glo luminescence, 60 min. Potency, µM (series often up to 57.5 µM), for the others: top-dose activity change, negative = inhibition, hits mostly inhibitors. 0.043% of 380,000 active. AID 602233; further: potency means the concentration at half of the fitted maximal effect; on the % scale 0 is the no-effect control and ±100 the full control effect; nearly all actives have a fitted effect of over 60% in size
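Luminescent ATP detection (Kinase-Glo Plus) follows a 60-minute room-temperature incubation, with wells lacking PGK as controls. Buffer: 100 mM TEA (pH 7.6), 5 mM MgCl2, 0.01% Tween-20. Coupling enzyme GAPDH (100 nM final) supplies unstable 1,3-BPG in-well.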
* hit, by the source's call; i = inactive; ? = inconclusive; [ ] = another dose, or the depositor's remark. Unless noted, the call rests on the fitted dose curve; in most records, active means well fitted curve in the direction sought with a large enough effect; inconclusive means small, poorly fitted or top-dose-only effect, or another doubt; inactive means no such curve, though single readings can be large; an effect the other way counts as inactive or inconclusive.

SMILES | PI4K2A inh | USP1 inh | mIDH1 inhibitor | GLS inh | rTrxR1 inhibitor | TrxR1 substrate | HP1b binding inh | Pin1 inh | Tb PGK inh
C/C(=N\O)C(=O)NCCCNCCCN(C)C | -4 | -14% | 4% | 68%[activator] | -13% | 2% | 30%[activator] | ? | -1%
c1ccc(C(c2ccccn2)c2ccccn2)cc1 | 2 | -2% | -1% | 2% | 5% | 0% | 9% | 1% | 3%
Cc1cc(C)nc(SCC(=O)Nc2ncc3c(n2)CCCC3=O)n1 | 0 | -12% | 5% | 2% | -12% | -7% | 27% | -1% | -6%
Cc1cccc(Cn2c(O)c(N=NC(=S)Nc3ccccc3F)c3ccccc32)c1 | 3 | -7% | -1% | 3% | -3% | -5% | -12% | 4% | 16%
COc1ccc(CCC(=O)NNC(=O)c2ccc(F)cc2)cc1 | 1 | ? | 5% | 4% | 8% | 2% | 27% | 0% | 10%
CC(C)NC(=O)C1CCN(S(=O)(=O)c2ccc(N3CCCC3=O)cc2)CC1 | -4 | -9% | -12% | -16% | 18% | -4% | 38%[activator] | -2% | -6%
Cc1ccc(C(=O)Nc2ncccc2C)o1 | 1 | 2% | 0% | 20% | -15% | -9% | 25% | -2% | 9%
O=S(=O)(NCCN1CCOCC1)c1ccc2ccccc2c1 | 5 | -5% | 14% | 1% | 20% | 1% | 37% | 1% | -3%
CC(Oc1cc(-c2ccccc2)cc2ccccc12)C(=O)N1CCOCC1 (stereo unspecified) | 1 | -8% | 2% | 0% | -6% | 0% | 25% | 3% | i
Cc1ccc(OCCOc2ccc(S(=O)(=O)N3CCCC3)cc2C(N)=O)cc1 | -5 | -15% | 4% | -6% | 14% | 2% | 57%[activator] | 9% | i
CCC(=O)N1CCc2cc(Br)cc(S(=O)(=O)N3CCC(C(=O)Nc4cccc(C)c4)CC3)c21 | -4 | -24%[11.4 µM] | -1% | 2% | 22% | -2% | 23% | 6% | i
CCOc1cc(N2CCOCC2)c(OCC)cc1NC(=O)COc1ccccc1[N+](=O)[O-] | 3 | -4% | 8% | 0% | 27%[57.1 µM] | 8%[57.1 µM] | 4% | -4% | -4%
COC(=O)c1cc(NC(=O)c2cc(-c3ccc(C(F)(F)F)cc3)oc2C(F)(F)F)ccc1N1CCOCC1 | -1 | -21% | 5% | -1% | 38%[activator] | 6% | 11% | 12% | -2%
O=C(NCCCN1CCOCC1)c1cc(-c2cccc(O)c2)on1 | 2 | ? | 0% | 11% | -12% | 2% | 3% | 0% | 4%
CCOC(=O)C(=NC1CCCCC1)NNc1cccc(C(F)(F)F)c1 | 2 | -12% | 4% | 22% | -4% | -15% | 3% | -2% | -1%
O=C(NC1CCCCC1)C(c1ccccc1)N1CCC2(CC1)OCCO2 (stereo unspecified) | -18 | 9% | 2% | -5% | 18% | 8% | 40%[activator] | -8% | i
O=C1CCCN2N=C(SCC(=O)Nc3nc4ccccc4s3)SC2=N1 | -2 | -16% | 3% | -5% | -8%[11.4 µM] | 10%[11.4 µM] | 15% | 33%[activator] | -3%
O=C(Cn1c(C(F)(F)F)nc2ccccc21)N1CCCC1 | 4 | -10% | 1% | -6% | -1%[57.1 µM] | -7% | 29% | 2% | -5%
COc1ccc(CNC(=O)C2CCN(S(=O)(=O)N3CCCCC3)CC2)c(OC)c1 | -1 | -16% | -8% | 7% | 13% | 5% | 48%[activator] | -4% | 7%
O=C(Cn1ncc2c1-c1ccccc1OC2)N1CCN(c2ccccn2)CC1 | -1 | -2% | -5% | 3% | 12%[57.1 µM] | 12%[57.1 µM] | 25% | -11% | 1%
O=C(c1cc2ccccc2oc1=O)N(Cc1cccs1)Cc1ccccc1Cl | -2 | -17% | 2% | 8% | -8% | -10% | 41%[activator] | 5% | i
CC1CN(C(=O)COC(=O)c2ccc(S(=O)(=O)N(C)C)cc2)CC(C)O1 (stereo unspecified) | 1 | -25% | 1% | -12% | 13% | 3% | -2% | -7% | -11%
Cc1ccc(-n2ncc3c(N(CC(C)C)CC(C)C)ncnc32)c(C)c1 | -2 | -4% | -5% | 2% | 9%[57.1 µM] | -9%[57.1 µM] | 41%[activator] | -3% | -9%
CC(C)CC(=O)Nc1cccc(NC(=O)c2ccccc2Cl)c1 | -7 | -7% | -1% | -3% | -17% | -20% | 39% | 1% | -4%
CCN(CC)c1ccc(/C=N\NC(N)=O)cc1 | -1 | -14% | 10% | 12% | -15% | 39%[activator] | 9% | -6% | i
CCc1nnc(NC(=O)CCC(=O)NCC2CCCO2)s1 (stereo unspecified) | 0 | -14% | 8% | -16% | 10%[57.1 µM] | -4% | 17% | 1% | -2%
Cc1ccc(-c2nc3ccccc3c(=O)n2-c2c(C)n(C)n(-c3ccccc3)c2=O)cc1 | -1 | -15% | 0% | 2% | 6%[57.1 µM] | 8%[57.1 µM] | 12% | 6% | -9%
Cc1cc(Cl)c(S(=O)(=O)Nc2ccon2)cc1OCC(=O)NC1CCCCC1 | 1 | -26% | -3% | 3% | 13% | 5%[57.1 µM] | 25% | -3% | -11%
CCc1noc(C)c1C(=O)Nc1nc2c(F)cc(F)cc2s1 | -5 | -4% | -3% | -1% | 7% | -5% | 35% | 4% | -9%
CCOc1ccc(S(=O)(=O)NN=C2CCN(C(C)=O)CC2)cc1 | 12 | -12% | -4% | -16% | -12% | -9% | 37% | 3% | i

Not a retest: entries from further up.
SMILES | PI4K2A inh | USP1 inh | mIDH1 inhibitor | GLS inh | rTrxR1 inhibitor | TrxR1 substrate | HP1b binding inh | Pin1 inh | Tb PGK inh
Cc1ccc(-n2ncc3c(N(CC(C)C)CC(C)C)ncnc32)c(C)c1 | -2 | -4% | -5% | 2% | 9%[57.1 µM] | -9%[57.1 µM] | 41%[activator] | -3% | -9%
CC(C)CC(=O)Nc1cccc(NC(=O)c2ccccc2Cl)c1 | -7 | -7% | -1% | -3% | -17% | -20% | 39% | 1% | -4%
CCN(CC)c1ccc(/C=N\NC(N)=O)cc1 | -1 | -14% | 10% | 12% | -15% | 39%[activator] | 9% | -6% | i
CCc1nnc(NC(=O)CCC(=O)NCC2CCCO2)s1 (stereo unspecified) | 0 | -14% | 8% | -16% | 10%[57.1 µM] | -4% | 17% | 1% | -2%
Cc1ccc(-c2nc3ccccc3c(=O)n2-c2c(C)n(C)n(-c3ccccc3)c2=O)cc1 | -1 | -15% | 0% | 2% | 6%[57.1 µM] | 8%[57.1 µM] | 12% | 6% | -9%
Cc1cc(Cl)c(S(=O)(=O)Nc2ccon2)cc1OCC(=O)NC1CCCCC1 | 1 | -26% | -3% | 3% | 13% | 5%[57.1 µM] | 25% | -3% | -11%
CCc1noc(C)c1C(=O)Nc1nc2c(F)cc(F)cc2s1 | -5 | -4% | -3% | -1% | 7% | -5% | 35% | 4% | -9%
CCOc1ccc(S(=O)(=O)NN=C2CCN(C(C)=O)CC2)cc1 | 12 | -12% | -4% | -16% | -12% | -9% | 37% | 3% | i

Next part.
SMILES | PI4K2A inh | USP1 inh | mIDH1 inhibitor | GLS inh | rTrxR1 inhibitor | TrxR1 substrate | HP1b binding inh | Pin1 inh | Tb PGK inh
CN(C)c1cccc(C(=O)n2cc(C(=O)c3cc(F)ccc3O)cn2)c1 | 2 | ? | -5% | 38%[activator] | -8%[57.1 µM] | 12% | 27% | 2% | -16%
O=C(NC(Cc1ccccc1)C(=O)O)/C(=C/c1ccccc1)NC(=O)c1ccc(Br)o1 (stereo unspecified) | -3 | -3% | 0% | -2% | -1% | 0% | 32% | -11% | -7%
CSc1ccc(CN2CCCN(C)CC2)cc1 | 4 | -14% | 1% | 16% | 21% | 3% | ? | -3% | 0%
CCN(CC(=O)NCc1ccccn1)S(=O)(=O)c1ccc(Cl)cc1 | 8 | 6% | 3% | 0% | 22%[57.1 µM] | 7%[57.1 µM] | 6% | -2% | -2%
CCOc1ccc(NC(=O)NNC(=O)c2ccc(CC)s2)cc1 | -7 | 5% | -3% | 0% | 30% | -3% | 28% | 10% | -9%
COC(=O)CSc1nccc(-c2cccs2)n1 | 12 | -19% | 3% | -2% | 4% | -2% | 39%[activator] | -6% | -5%
O=CN/C=C/c1cc(O)ccc1O | -10 | ? | -13% | ? | ? | 17% | ? | ? | -8%
Cc1ccc(S(=O)(=O)CCC(=O)OCC(=O)N2CCN(S(=O)(=O)c3ccccc3)CC2)cc1 | 7 | -5% | 10% | -8% | -14% | -8% | 35% | -4% | i
CC(/C=N/n1cnnc1)=C\c1ccco1 | -5 | -8% | 0% | -6% | ? | -8% | 25% | -9% | i
CCOC(=O)C1=C(C)N(C[C@@H]2CC[C@@H](Cc3ccc(-c4ccccc4)cc3)O2)C(=O)NC1c1ccc(-c2ccccc2)cc1 (stereo partly specified) | -5 | -27% | 0%[38.3 µM] | 1% | 18% | 3% | 4% | 2% | -9%
CCCN(Cc1nnc(-c2ccccc2Cl)o1)C(=O)c1cc2ccccc2o1 | -1 | -11% | 16% | -1% | -4%[57.1 µM] | -6%[57.1 µM] | 17% | 29% | -5%

An excerpt; rates above refer to the full screens.
